Screens (PubChem)
Keap1 Nrf2 FP = Keap1-Nrf2 (human) interaction inhibition | Q14145 | Keap1 Kelch-Nrf2 peptide fluorescence polarization, 1536-well | inhibition, % at 9.4 µM | 340,000 tested, 0.15% active; in the data active means inhibition above about 12%;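 further: human Keap1 Kelch domain with fluorescein labeled Nrf2 9mer peptide probe; 0% = neutral control wells and 100% = peptide positive control; higher means more block of Keap1 binding to Nrf2 peptide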
NSD2 HMT inh = inhibitors of human histone methyltransferase NSD2; 310,000 tested, 0.54% active; AID 743445; NSD2 peptide methylation, AlphaScreen, 120 min; O96028; inhibition, % at 12.5 µM; in the data active means inhibition above about 50%
Arr AP2 block = inhibitors of human beta-arrestin and AP2 interaction; FITC-arrestin peptide / GST-AP2 beads, flow cytometry; AP2 beta2 appendage carries R879A mutation; 340,000 tested, 0.31% active; inhibition, % at 10 µM;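 active means inhibition above a set limit, near 3 SD of compounds lacking own fluorescence, cut at about 54% in these data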;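 further: plate controls were DMSO wells for no effect and 5 µM unlabelled arrestin peptide for full effect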
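system = GST-tagged AP2 beta2-adaptin appendage (R879A) on 4 µm glutathione beads | reagent = FITC-labelled arrestin peptide probe, 50 nM final | schedule = compound with beads 12 min RT, then probe 1 h RT | signal = HyperCyt-sampled flow cytometry, FL1 channel, ex 488/em 535 nm | read-out = percent response from loss of bead-bound FITC fluorescence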
DAGLB inh = diacylglycerol lipase beta (human) inhibition. 340,000 tested, 0.059% active. HEK293T DAGLB membrane lysate, EnzChek fluorogenic substrate. AID 504411. inhibition, % at 5.17 µM. Q8NCG7; in the data active means inhibition above about 34%;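 further: 0% = enzyme with vehicle and 100% = wells lacking enzyme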
Target sequence (Q8NCG7 whole entry, looked up): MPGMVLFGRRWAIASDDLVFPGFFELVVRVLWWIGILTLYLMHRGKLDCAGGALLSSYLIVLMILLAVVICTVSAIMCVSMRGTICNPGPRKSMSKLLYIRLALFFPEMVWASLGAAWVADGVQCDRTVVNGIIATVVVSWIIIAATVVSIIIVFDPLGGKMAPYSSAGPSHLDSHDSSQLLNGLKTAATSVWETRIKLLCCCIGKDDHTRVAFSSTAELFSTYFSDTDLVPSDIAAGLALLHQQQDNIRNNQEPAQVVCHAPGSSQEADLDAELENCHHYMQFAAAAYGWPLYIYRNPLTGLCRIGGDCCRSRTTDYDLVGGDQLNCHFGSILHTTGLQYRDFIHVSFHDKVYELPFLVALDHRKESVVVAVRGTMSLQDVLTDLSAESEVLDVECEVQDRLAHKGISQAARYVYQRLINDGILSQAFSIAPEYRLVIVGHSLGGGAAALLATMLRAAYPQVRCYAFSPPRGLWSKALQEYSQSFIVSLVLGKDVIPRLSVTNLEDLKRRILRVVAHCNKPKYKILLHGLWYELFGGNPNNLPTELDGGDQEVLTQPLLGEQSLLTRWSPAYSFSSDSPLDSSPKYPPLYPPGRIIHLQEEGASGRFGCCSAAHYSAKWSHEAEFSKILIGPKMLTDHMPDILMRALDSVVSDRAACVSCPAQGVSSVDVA
Pemphigus Ab inh = blocks pemphigus antibody binding to human desmoglein-3; P32926; DSG3-coupled beads, scFv-anti-DSG3-GFP binding, flow cytometry; active compounds read low; binding (percent of control), % at 10 µM; 310,000 tested, 0.48% active; AID 588358;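 active means binding more than 3 SD below its plate's average and above zero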;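 further: hits lower antibody fragment binding to DSG3; some compounds called inactive have numbers as strong as hits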
Cardiac RTF inh = cardiac RTF calcium desensitization; IANBD-labeled cardiac RTF, Ca2+ fluorescence; inhibition, % at 7.15 µM; AID 493244; 340,000 tested, 0.12% active; P19429+P45379;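 active means inhibition above the mean inhibition of all tested compounds plus 3 SD, cut at about 17% in these data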;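 further: assay run at fixed EC70 calcium of 1.6 mM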
V-ATPase pH = regulators of yeast V-ATPase proton transport; S. cerevisiae, pHLuorin cytosolic pH fluorescence; response, % at 10 µM; 350,000 tested, 0.37% active; in the data active means response mostly above about 7.3%, no sharp cut-off; inactive means mostly below about 5.4%; further: actives read high; inactives centre near 0; some compounds called inactive have numbers as strong as hits; reference of the scale not given here
CAL PDZ FP-1 = inhibitors of human CAL PDZ peptide binding; Q9HD26; purified CAL PDZ, TMR-peptide fluorescence polarization, 1 h; 330,000 tested, 0.02% active; AID 504414; inhibition, % at 20 µM;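 active means highest replicate inhibition of at least 40%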;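 further: plate controls were DMSO neutral control wells for no effect and unlabeled competitor peptide control wells for full effect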
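Assay system – tagged CAL PDZ protein CerCALP, purified · Timing – 1 h at RT · Compound – single point, 20 µM · Measured by – fluorescence polarization from S- and P-plane intensities, G-factor corrected · Evaluation – inhibition from polarization loss · Probe or stimulus – TMR reporter peptide T*-PRC34 · Buffer or medium – pH 7.4 phosphate-saline buffer, reducing agent, detergent, IgG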
CAL PDZ FP-2 = inhibitors of human CAL PDZ peptide binding; purified CAL PDZ, TMR-peptide fluorescence polarization, 1 h; inhibition, % at 24.9 µM; AID 602252; 300,000 tested, 0.92% active; Q9HD26;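 active means mean inhibition of at least 30% with at least half of replicates also reaching 30%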;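 further: 0% = DMSO neutral control and 100% = excess unlabeled competitor peptide PRC23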
LANA DNA inh = KSHV C-LANA DNA binding inhibition | AID 504423 | MBP-C-LANA/FAM-LBS DNA binding, fluorescence polarization | 340,000 tested, 0.078% active | inhibition, % at 9 µM;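 active means highest replicate inhibition at or above 60% at 9 µM, even if other replicates fall short; inactive means all replicates below 60% inhibition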;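 further: 0% = neutral control wells and 100% = 4 µM acridine orange control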
* marks the source's active call; other numbers are inactive results.

Results for COc1ccc2c(c1)O/C(=C\c1ccccc1O)C2=O ?
NSD2 HMT inh: -2; Arr AP2 block: -1; Pemphigus Ab inh: 98; V-ATPase pH: -4

What do the screens show for `Cc1ccc2[nH]c(O)c(N=NC(=O)CCc3ccccc3)c2c1Br`?
Keap1 Nrf2 FP: -1; NSD2 HMT inh: -3; Arr AP2 block: 8; DAGLB inh: -1; Pemphigus Ab inh: 102; Cardiac RTF inh: -5; V-ATPase pH: 0; CAL PDZ FP-1: -0.7; LANA DNA inh: -0.7

How did CSc1nnc(SCC(=O)Nc2ccc3[nH]c(=O)[nH]c3c2)s1 do in these assays?
Keap1 Nrf2 FP: -1; NSD2 HMT inh: 1; Arr AP2 block: 22; DAGLB inh: -3; Cardiac RTF inh: -5; V-ATPase pH: -3; CAL PDZ FP-1: -1.0; CAL PDZ FP-2: 0; LANA DNA inh: -0.4

Results for O=C(CC1C(=O)NCCN1Cc1cccc(F)c1F)NCCCC1CCCC1 (stereo not given) ?
Keap1 Nrf2 FP: 0; NSD2 HMT inh: 3; Arr AP2 block: -17; DAGLB inh: 3; Pemphigus Ab inh: 106; Cardiac RTF inh: -2; V-ATPase pH: -1; CAL PDZ FP-1: -2.2; LANA DNA inh: -1.2

How did Cc1cccnc1CN1CCN(Cc2nc(Cc3cccc(F)c3)no2)CC1 do in these assays?
Keap1 Nrf2 FP: 0; NSD2 HMT inh: 0; Arr AP2 block: -6; DAGLB inh: 0; Pemphigus Ab inh: 87; Cardiac RTF inh: -1; V-ATPase pH: -3; CAL PDZ FP-1: -0.7; CAL PDZ FP-2: -2; LANA DNA inh: 1.3

What do the screens show for `COC(=O)c1ccccc1NC(=O)c1cnn2cccnc12`?
Keap1 Nrf2 FP: 0; NSD2 HMT inh: 0; Arr AP2 block: 40; DAGLB inh: 1; Pemphigus Ab inh: 92; Cardiac RTF inh: -2; V-ATPase pH: -4; CAL PDZ FP-1: 1.2; CAL PDZ FP-2: -1; LANA DNA inh: 1.4

How did COc1ccc(CCNC(=O)c2c[nH]c3ccccc3c2=O)cc1OC do in these assays?
Keap1 Nrf2 FP: -2; NSD2 HMT inh: -3; Arr AP2 block: 5; DAGLB inh: 0; Cardiac RTF inh: -5; V-ATPase pH: 4; CAL PDZ FP-1: -2.4; CAL PDZ FP-2: -9; LANA DNA inh: 0.3

What do the screens show for `O=C(NCc1ccccc1Cl)C1CCC(CNc2c(N3CCCCC3)c(=O)c2=O)CC1` (stereo not given)?
Keap1 Nrf2 FP: -1; Arr AP2 block: 3; DAGLB inh: -1; Pemphigus Ab inh: 103; Cardiac RTF inh: -12; V-ATPase pH: 2; CAL PDZ FP-1: -0.4; LANA DNA inh: -1.4

How did COCCN1C(=O)c2ccc(C(=O)NCc3ccco3)cc2C1=O do in these assays?
Keap1 Nrf2 FP: 0; NSD2 HMT inh: 1; Arr AP2 block: 28; DAGLB inh: -1; Pemphigus Ab inh: 110; Cardiac RTF inh: -1; V-ATPase pH: 1; CAL PDZ FP-1: -2.0; CAL PDZ FP-2: 7; LANA DNA inh: -0.2

How did Cc1cccc(NC(=O)c2ccc3c(=O)n4c(nc3c2)CCCCC4)n1 do in these assays?
Keap1 Nrf2 FP: -2; NSD2 HMT inh: 1; Arr AP2 block: -10; DAGLB inh: 1; Pemphigus Ab inh: 95; Cardiac RTF inh: 4; V-ATPase pH: -3; CAL PDZ FP-1: -0.1; LANA DNA inh: -1.4

What do the screens show for `COc1cccc(-n2c(SC3CCOC3=O)nc3ccccc3c2=O)c1` (stereo not given)?
Keap1 Nrf2 FP: 2; NSD2 HMT inh: 0; Arr AP2 block: -3; DAGLB inh: 2; Pemphigus Ab inh: 96; Cardiac RTF inh: -3; V-ATPase pH: -2; CAL PDZ FP-1: 0.3; LANA DNA inh: -0.8

Results for O=C(CC(c1ccco1)S(=O)(=O)c1ccccc1)c1ccc(F)cc1 (stereo not given) ?
Keap1 Nrf2 FP: -4; NSD2 HMT inh: -2; Arr AP2 block: 0; DAGLB inh: -6; Cardiac RTF inh: 8; V-ATPase pH: -2; CAL PDZ FP-1: -1.8; CAL PDZ FP-2: -1; LANA DNA inh: 0.3

How did CC(=NNc1ccc2ccccc2n1)c1ccccc1O do in these assays?
Keap1 Nrf2 FP: 1; NSD2 HMT inh: 8; Arr AP2 block: -2; DAGLB inh: -4; Pemphigus Ab inh: 93; Cardiac RTF inh: -2; V-ATPase pH: 0; CAL PDZ FP-1: -0.1; CAL PDZ FP-2: -14; LANA DNA inh: -1.0

How did CCC(C)(C)n1nnnc1C(c1ccccc1F)N1CCN(C(=O)c2ccco2)CC1 (stereo not given) do in these assays?
Keap1 Nrf2 FP: -1; Arr AP2 block: -5; DAGLB inh: 0; Pemphigus Ab inh: 110; Cardiac RTF inh: -3; V-ATPase pH: 4; CAL PDZ FP-1: -3.4; CAL PDZ FP-2: -4; LANA DNA inh: 0.1

Results for Cc1ccc(NC(=O)CN2C(=O)C3CC=CCC3C2=O)cc1S(=O)(=O)N1CCOCC1 (stereo not given) ?
Keap1 Nrf2 FP: -2; NSD2 HMT inh: -2; Arr AP2 block: 2; DAGLB inh: -1; Pemphigus Ab inh: 123; Cardiac RTF inh: -5; V-ATPase pH: -3; CAL PDZ FP-1: -2.2; CAL PDZ FP-2: -1; LANA DNA inh: 1.4

What do the screens show for `CCOC(=O)c1cnc2ccccc2c1Nc1ccc2c(c1)OCCO2`?
Keap1 Nrf2 FP: -1; NSD2 HMT inh: 4; Arr AP2 block: 21; DAGLB inh: -6; Pemphigus Ab inh: 101; Cardiac RTF inh: -3; V-ATPase pH: -2; CAL PDZ FP-1: -0.4; LANA DNA inh: -0.1

What do the screens show for `CN1CCN(S(=O)(=O)c2ccc(NC(=O)c3cccc(S(=O)(=O)N4CCCC4)c3)cc2)CC1`?
Keap1 Nrf2 FP: 2; NSD2 HMT inh: -3; Arr AP2 block: -8; DAGLB inh: -2; Pemphigus Ab inh: 79; Cardiac RTF inh: 2; V-ATPase pH: -1; CAL PDZ FP-1: 0.1; CAL PDZ FP-2: -7; LANA DNA inh: 1.1

How did CC(C)CC(C(=O)NC(=O)NCc1ccccc1)N1C(=O)c2ccccc2C1=O (stereo not given) do in these assays?
Keap1 Nrf2 FP: 0; NSD2 HMT inh: 4; Arr AP2 block: 28; DAGLB inh: 0; Pemphigus Ab inh: 107; Cardiac RTF inh: -1; V-ATPase pH: -7; CAL PDZ FP-1: -0.3; LANA DNA inh: -0.8

What do the screens show for `Cc1ccc(-n2c(SCC(=O)NC3CCCCC3)nc3c(c2=O)SCC3)cc1`?
Keap1 Nrf2 FP: -2; Arr AP2 block: 0; DAGLB inh: 3; Pemphigus Ab inh: 94; Cardiac RTF inh: -5; V-ATPase pH: 1; CAL PDZ FP-1: -0.5; LANA DNA inh: -0.7

What do the screens show for `COc1cc(Nc2nc3ccccc3n3nnnc23)cc(OC)c1OC`?
Keap1 Nrf2 FP: -2; Arr AP2 block: 10; DAGLB inh: -6; Pemphigus Ab inh: 103; Cardiac RTF inh: -9; V-ATPase pH: -7; CAL PDZ FP-1: 0.4; LANA DNA inh: -1.6

Results for CC(C)Sc1nc2ccc(N3C(=O)C4CCCCC4C3=O)cc2s1 (stereo not given) ?
Keap1 Nrf2 FP: 0; NSD2 HMT inh: 1; Arr AP2 block: 10; DAGLB inh: -4; Pemphigus Ab inh: 98; Cardiac RTF inh: 11; V-ATPase pH: 0; CAL PDZ FP-1: -0.4; CAL PDZ FP-2: 5; LANA DNA inh: 0.8

What do the screens show for `NC(=O)c1ccccc1NC(=O)Nc1ccccc1Cl`?
Keap1 Nrf2 FP: -2; NSD2 HMT inh: -2; DAGLB inh: -3; Pemphigus Ab inh: 108; Cardiac RTF inh: 1; V-ATPase pH: 0; CAL PDZ FP-1: -2.8; CAL PDZ FP-2: -4; LANA DNA inh: 1.0

Results for NS(=O)(=O)c1ccc(CNC(=S)Nc2ccc(F)c(Cl)c2)cc1 ?
Keap1 Nrf2 FP: -6; Arr AP2 block: 1; DAGLB inh: -2; Pemphigus Ab inh: 103; Cardiac RTF inh: -2; V-ATPase pH: 4; CAL PDZ FP-1: 0.5; CAL PDZ FP-2: -2; LANA DNA inh: -1.2

Results for Cc1c(C(=O)Nc2cccc(Cl)c2)oc2ccc(S(=O)(=O)N3CCC4(CC3)OCCO4)cc12 ?
Keap1 Nrf2 FP: -2; NSD2 HMT inh: 6; Arr AP2 block: 6; DAGLB inh: 0; Pemphigus Ab inh: 99; Cardiac RTF inh: -5; V-ATPase pH: 2; CAL PDZ FP-1: 0.0; LANA DNA inh: -0.3

Results for COc1ccc(C(=O)N2CCN(Cc3ccccn3)CC2)cc1 ?
Keap1 Nrf2 FP: 3; NSD2 HMT inh: -1; Arr AP2 block: -6; DAGLB inh: 2; Pemphigus Ab inh: 103; Cardiac RTF inh: -3; V-ATPase pH: 0; CAL PDZ FP-1: -0.3; CAL PDZ FP-2: -4; LANA DNA inh: 1.6

How did O=C(O)/C=C/c1cccc(NC(=O)c2ccc(Cl)cc2)c1 do in these assays?
Keap1 Nrf2 FP: 3; NSD2 HMT inh: -4; Arr AP2 block: 20; DAGLB inh: 2; Pemphigus Ab inh: 99; Cardiac RTF inh: -6; V-ATPase pH: -1; CAL PDZ FP-1: 0.2; CAL PDZ FP-2: -2; LANA DNA inh: 1.0

Results for O=C(O)C1=C[C@@H](C2CCCCC2)C[C@@H](OCCCCO)O1 ?
Keap1 Nrf2 FP: -1; Arr AP2 block: 7; DAGLB inh: 2; Pemphigus Ab inh: 112; Cardiac RTF inh: -14; V-ATPase pH: -1; CAL PDZ FP-1: 0.1; CAL PDZ FP-2: 8; LANA DNA inh: 3.1

What do the screens show for `O=C(Nc1cccc(-c2nc3ccccc3s2)c1)c1cccs1`?
Keap1 Nrf2 FP: -3; NSD2 HMT inh: 0; Arr AP2 block: -3; DAGLB inh: -3; Pemphigus Ab inh: 107; Cardiac RTF inh: -6; V-ATPase pH: -1; CAL PDZ FP-1: -4.1; CAL PDZ FP-2: 1; LANA DNA inh: -0.7

What do the screens show for `COc1ccc(/C=C2\SC(=O)N(CCCC(=O)Nc3ccc(C(=O)O)cc3)C2=O)cc1`?
NSD2 HMT inh: 2; DAGLB inh: 1; Pemphigus Ab inh: 101; V-ATPase pH: -1

These rows are one share of the data; count on the stated rates, not on these rows.
